From PubChem BioAssay
HT1080NT lethal: qHTS for induction of synthetic lethality in tumor cells producing 2HG: qHTS for the HT-1080-NT fibrosarcoma cell line | 1.6% of 360,000 active | AID 686970, 2013 | HT-1080-NT fibrosarcoma viability, CellTiter-Glo ATP luminescence, 48 h | Potency, µM (highest dose often 46.1 µM), for the others: at the top dose activity, negative = less viability, most hits filed as cytotoxic;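 also: NT is the 2HG producing partner of a matched IDH1 knockdown line; potency is read from the fitted curve at half-maximal effect; 0% = DMSO-treated cells and -100% = media-only wells without cells; nearly all actives have a fitted effect of over 55% in size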
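A 48-hour cytotoxicity screen used HT-1080-NT cells plated 2 hours before compound delivery. ATP-based CellTiter-Glo luminescence measured viability, normalized to DMSO and no-cell controls.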
IL1B secr inh: qHTS for Inhibitors of Inflammasome Signaling: IL-1-beta AlphaLISA Primary Screen | activity change, % at 57.5 µM | 4.7% of 360,000 active | AID 743279, 2014 | THP-1 LPS/ATP IL-1B secretion, AlphaLISA, 16 h; hits give low values; in the data active = activity change below about -50%; inconclusive = mostly about -30% to -49%; also: % is scaled to controls: 0 for no effect and ±100 for the full control effect
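THP-1 cells pretreated 1 hr with compounds (up to 57.5 uM final), then stimulated with LPS (250 ng/mL final) plus ATP (1.25 mM final); secreted IL-1B measured by AlphaLISA after 16 hr, decreased signal indicating inhibition.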
KB-V1 MDR tox: qHTS assay for MDR1-selective chemotherapeutics: Primary screen using the drug-selected MDR subline cells KB-V1. KB-V1 MDR cells viability, CellTiter-Glo, 72 h. Potency, µM (doses to about 46.1 µM), without a hit: at the top dose activity change, negative = cytotoxicity, actives largely listed as cytotoxic. 3.4% of 400,000 active. AID 1347076, 2019; also: potency is read from the fitted curve at half-maximal effect; % is scaled to controls: 0 for no effect and ±100 for the full control effect; nearly all actives have a fitted effect of over 60% in size
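Drug-selected KB-V1 cells, grown in DMEM lacking phenol red with 10% FBS, receive compound titrations; after three days at 37 degrees C, surviving cell ATP is quantified by CellTiter-Glo luminescence and responses normalized and curve-fitted.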
HT1080 IDH1KD tx: qHTS for induction of synthetic lethality in tumor cells producing 2HG: qHTS for the HT-1080-IDH1KD cell line; HT-1080 IDH1 knockdown viability, ATP luminescence, 48 h; Potency, µM (top dose mostly 46.1 µM), for the others: at the top dose activity, negative = toxicity, most hits filed as cytotoxic; 2% of 360,000 active; AID 686971, 2013;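 also: potency is read from the fitted curve at half-maximal effect; 0% = DMSO wells and -100% = cell-free medium wells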
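Using the IDH1-knockdown HT-1080 line run in the same batch and compound series as the NT line, viability after 48 h at 37 °C was determined by CellTiter-Glo luminescence and expressed as % activity.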
DRD3 agonist: qHTS of D3 Dopamine Receptor Agonist: qHTS; max activation, %; 0.58% of 410,000 active; D3R DiscoveRx beta-arrestin cells, luminescence, 90 min; D(3) dopamine receptor (Homo sapiens), P35462; AID 652048, 2013; in the data active = max activation above about 30%; also: 0% is about no effect; mostly tested at two doses, the higher about 12 µM
Target sequence (P35462 whole entry, looked up): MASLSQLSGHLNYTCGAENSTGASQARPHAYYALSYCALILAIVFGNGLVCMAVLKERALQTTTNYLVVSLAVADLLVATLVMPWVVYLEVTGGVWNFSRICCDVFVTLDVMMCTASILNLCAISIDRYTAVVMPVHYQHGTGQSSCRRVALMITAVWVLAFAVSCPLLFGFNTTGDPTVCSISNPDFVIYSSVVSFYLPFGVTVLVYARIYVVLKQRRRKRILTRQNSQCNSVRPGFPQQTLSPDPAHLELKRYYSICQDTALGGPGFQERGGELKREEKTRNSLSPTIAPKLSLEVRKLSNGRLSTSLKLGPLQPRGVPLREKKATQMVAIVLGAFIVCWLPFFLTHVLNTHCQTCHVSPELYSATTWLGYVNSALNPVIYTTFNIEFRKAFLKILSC
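Agonist mode: compounds and dopamine controls were applied to plated cells for 90 min at 37 degrees C after an overnight attachment at 1500 cells/well. Luminescent read-out followed 30 - 60 minutes at room temperature with DiscoveRx detection reagent.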
MCF10A rerep: A quantitative high throughput screen for small molecules that induce DNA re-replication in MCF 10a normal breast cells. MCF 10A DNA re-replication, Hoechst nuclear intensity, 48 h. Potency, µM (top dose mostly 46.1 µM), for the others: at the top dose activity, positive = re-replication, usual class: activators. 2.9% of 350,000 active. AID 624296, 2012; also: potency is read from the fitted curve at half-maximal effect; % of control where 0% means no effect; nearly all actives have a fitted effect of over 50% in size
KB-3-1 cytotox: qHTS assay for MDR1-selective chemotherapeutics: Primary screen using the parental adenocarcinoma cell KB-3-1; 1.4% of 400,000 active; AID 1347075, 2019; KB-3-1 viability, CellTiter-Glo ATP luminescence, 72 h; Potency, µM (series often up to 46.1 µM), inactives show at the top dose activity change, negative = cytotoxic, hits mostly cytotoxic; also: potency is read from the fitted curve at half-maximal effect; % is scaled to controls: 0 for no effect and ±100 for the full control effect; nearly all actives have a fitted effect of over 60% in size
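72 h, 37 °C compound treatment of KB-3-1 parental cells; CellTiter-Glo added, 10 min, luminescence read. Data corrected against DMSO-only plates and normalized before curve fitting.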
SW480 rereplic: A quantitative high throughput screen for small molecules that induce DNA re-replication in SW480 colon adenocarcinoma cells; SW480 DNA re-replication, Hoechst DNA content imaging, 48 h; Potency, µM (series often up to 46.1 µM), inactives show at the highest dose re-replication activation, most hits filed as activators; 1.8% of 340,000 active; also: potency is read from the fitted curve at half-maximal effect; % of control where 0% means no effect; nearly all actives have a fitted effect of over 55% in size
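Cells (250 per well) received 23 nL compound or DMSO by pin tool and were kept 48 hr at 37 C, 5% CO2. Nuclei were then stained with Hoechst for 40 min and scanned for DNA content.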
GLP1R cytotox: qHTS of GLP-1 Receptor Inverse Agonists: Cytotox Screen; Potency, µM (top dose mostly 38.3 µM), for the others: at the top dose activity change, negative = inhibition, most hits filed as inhibitors; HEK293 cAMP-luciferase reporter cells, luminescence, 24 h; 0.13% of 410,000 active;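 also: loss of luciferase light is scored as toxicity; potency is read from the fitted curve at half-maximal effect; % is scaled to controls: 0 for no effect and ±100 for the full control effect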
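MLSMR compounds, 24 hr on cells at 37 deg C/5% CO2; luminescence after luciferase reagent (12 min RT). Inhibition counted as the undesired cytotoxic outcome.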
Starred values were filed as active, the others as inactive; ? = inconclusive; · = no result given; [ ] = another dose, or the depositor's remark. Unless noted, calls follow the shape of the dose curve; as a rule, active = well fitted curve in the direction sought with a large enough effect; inconclusive = small, poorly fitted or top-dose-only effect, or another doubt; inactive = no such curve, though single readings can be large; an effect the other way counts as inactive or inconclusive.

SMILES | HT1080NT lethal | IL1B secr inh | KB-V1 MDR tox | HT1080 IDH1KD tx | DRD3 agonist | MCF10A rerep | KB-3-1 cytotox | SW480 rereplic | GLP1R cytotox
COc1ccc(C(=O)N2CCN(c3cnn(-c4ccccc4)c(=O)c3Cl)CC2)cc1 | -18% | 0 | -21% | -16% | -7 | -31%[inhibitor] | 5% | -4% | 1%
CCN1CCc2nc3sc(C(=O)N4CCc5ccccc5C4)c(N)c3cc2C1 | ? | -73* | ? | -8% | -7 | 18µM* | -20% | 3% | 24%
Cc1ccc(-n2c(C)cc(/C=C(\C#N)C(=O)Nc3ccc(C)c(C)c3)c2C)cc1 | · | · | 1% | · | -18 | · | -1% | · | 5%
CCOc1cc(C2c3c(-c4ccc(Br)cc4)n[nH]c3C(=O)N2c2ccc(Cl)cc2)ccc1O (stereo not given) | · | · | -2% | · | 6 | · | ? | · | -25%
CCCCNC(=S)NNC(=O)c1c(Cl)c(C)nn1C | 16% | 8 | 15% | 9% | 0 | -6% | 5% | -1% | -35%
CCCCNc1nc2ccccc2n1CC(=O)Nc1c(C)cccc1CC | -3% | 0 | ? | -10% | 12 | ? | 1% | -2% | -15%
CC(=O)Nc1ccc(N/C=C/C(=O)c2ccc(Cl)cc2)cc1 | 0% | -6 | -15% | 0% | -3 | 1% | 0% | -7%[9.22 µM] | -8%
C=CCn1c(O)c(N=NC(=O)OC(C)(C)C)c2ccccc21 | 12% | 6 | -3% | 5% | -4 | -1% | 13% | -6% | -4%
CCCCOC(=O)n1c(SCC(=O)N(C)C)nc2ccccc21 | -1% | 0 | 16µM* | 4% | 0 | -6% | 8% | -3% | -7%
COc1ccc(C2CC(=O)c3cnc4c(-c5ccccc5)c(C)nn4c3C2)cc1OC (stereo not given) | · | · | -2% | · | 8 | · | 2% | · | -2%
O=C(CCNC(=O)c1ccccc1Cl)NCCc1ccc(C(F)(F)F)cc1 | 14% | 8 | -3% | -3% | 5 | -1% | -1% | -6% | 3%
COCCOC(=O)c1c(C)oc2ccc(NS(=O)(=O)c3ccccc3)cc12 | 10% | -5 | -18% | 4% | 0 | -3% | 1% | -7% | -3%
CCOC(=O)C1CCCN(C(=O)c2ccc(OC)cc2)CC1 (stereo not given) | 25% | -12 | 4% | ? | -1 | · | 0% | · | 9%
O=C(NCCN1CCOCC1)c1ccc([N+](=O)[O-])cc1[N+](=O)[O-] | 2% | 30 | -10% | 4% | 8 | 15% | -1% | -3% | 5%
c1ccc(Nc2c3c(nc4ncnn24)CCC3)cc1 | 2% | 6 | ? | 3% | 6 | 16% | 1% | -12% | 5%
COC(=O)/C(=C/N(C)C)C(=O)N1CCN(c2ccc(Cl)c(Cl)c2)CC1 | -3% | -16 | 3% | -2% | 14 | 5% | 3% | ? | -5%
O=C(NCC1(c2ccccc2)CCCC1)C(=O)N1CCOCC1 | -9% | 7 | 0% | -19% | -1 | 15% | -20% | 9% | 3%
C/C(=N\NC(=O)CC1N=C(Cc2ccccc2)NNC1=O)c1ccc(Br)cc1 (stereo not given) | -17% | 8 | 2% | -28% | 2 | 11% | -20% | ? | -17%
C/C(=N\N=C\c1cccc(F)c1)c1nnn(-c2nonc2N)c1C | 13% | 8 | -2% | 16% | 1 | -9% | 7% | -4% | -1%
CCC(C)Cn1c(C(C)C)nc2ccccc21 (stereo not given) | 5% | 22 | -4% | 10% | 1 | -1% | 7% | -4% | -11%
CCCCNC(=O)C1CCC(Cn2c(=O)c3sccc3n(Cc3ccccc3)c2=O)CC1 (stereo not given) | · | · | -8% | · | 5 | · | 0% | · | -9%
CCC1CCCCN1c1nc(-c2cccc(OC)c2O)nc2ccccc12 (stereo not given) | -25% | -8 | -9% | -6% | 31* | ? | -21% | ? | -23%
CCOC(=O)/C(C#N)=C/c1cn(CCC(=O)O)nc1-c1cccc(Cl)c1 | 10% | 0 | 1% | 1% | 2 | -17% | -6% | -11% | 12%
COC(=O)c1ccc(/C=N\N2CCN(c3ccccc3)CC2)cc1 | 4% | 23 | -6% | 1% | 6 | 0% | 1% | 2% | 0%
Cc1cccc(C)c1-n1ncc(C(=O)N2CCN(c3ccccn3)CC2)c1C1CCN(C(=O)OC(C)(C)C)CC1 | · | · | 4% | · | -6 | · | -17% | · | 7%
Other entries follow:
SMILES | HT1080NT lethal | IL1B secr inh | KB-V1 MDR tox | HT1080 IDH1KD tx | DRD3 agonist | MCF10A rerep | KB-3-1 cytotox | SW480 rereplic | GLP1R cytotox
COc1ccc(Nc2ncc(C(=O)N3CCC(C(N)=O)CC3)c3ccccc23)cc1 | 6% | -4 | 6% | 8% | -1 | -2% | 11% | -5% | -18%
Cc1ccc2c(Cl)cc(Cl)c(OCC(=O)NC(=O)NCc3ccco3)c2n1 | -11% | -14 | -10% | -18% | 8 | 0% | 1% | 3% | -9%
COc1cccc(CN2CCC2(C)C(=O)Nc2cccc(Oc3ccccc3)c2)c1F (stereo not given) | ? | -21 | 7.3µM* | 6.5µM* | 4 | · | ? | · | ?
COc1ccc(CCC(=O)Nc2cccc(S(=O)(=O)N3CCOCC3)c2)cc1OC | 8% | -11 | 2% | -5% | 3 | 4% | -2% | 3% | -13%
COc1ccc(Cl)cc1C(=O)Nc1ccc2c(c1)OCO2 | -12% | -24 | -28% | -17% | -4 | 9% | 7% | -3% | 0%
CN1CCN(C(=O)C2CCCN(c3ncnc4c3nc3n4CCCCC3)C2)CC1 (stereo not given) | 5% | 2 | ? | 9% | 5 | 2% | 9% | 19% | -9%
CCCCCCOC(=O)C1=C(C)NC(=O)NC1c1ccc(O)cc1 (stereo not given) | -25% | 5 | ? | -12% | 5 | 0% | -1% | -3% | -13%
C[C@H](CO)N1C[C@H](C)[C@@H](CN(C)C(=O)C2CCOCC2)Oc2ncc(Br)cc2C1=O | 11% | 5 | 6% | 4% | 2 | · | 4% | · | -4%
O=C(Nc1cccc(C(F)(F)F)c1)c1cc(S(=O)(=O)N2CCCC2)c[nH]1 | · | · | -6% | · | 3 | · | 5% | · | 5%
Cc1cc(C)c2cc(C#N)c(SCC(=O)NCC3CCCO3)nc2c1 (stereo not given) | -2% | -2 | 0% | 0% | 1 | 6% | 3% | -1% | 1%
O=C(Nc1nccs1)c1cc(-c2ccncc2)nc2ccccc12 | 2% | 18 | ? | -18% | 5 | -11% | -14% | 0% | -17%
NC(=O)C(c1ccc(Sc2ccccc2)nn1)c1ccc(Cl)cc1Cl (stereo not given) | -16% | -10 | -26% | 3% | -3 | 3% | -1% | -11% | -14%
O=C1c2ccccc2C2=Nc3ccccc3SC(c3cccc(F)c3)C12 (stereo not given) | ? | -7 | 16µM* | ? | -7 | 12µM* | 21µM* | ? | 7.9µM*
Cc1ccccc1CN1N=C(/C=C/c2ccccc2)CCC1=O | 0% | -13 | ? | 0% | -2 | 0% | -6% | -1% | 11%
COc1ccc(-n2nc(C(=O)O)c3ccccc3c2=O)cc1 | 3% | 5 | 10% | -8% | 13 | 2% | 4% | -1% | 3%
O=C(NCCc1ccccc1)c1cccc2c(-c3ccc(F)c(F)c3)coc12 | -3% | -10 | -27% | -10% | 1 | · | 2% | · | 4%
COc1cc(C2C3=C(CCCC3=O)Nc3c2c(C)nn3-c2cccc(C)c2)cc(OC)c1O (stereo not given) | 11% | -15 | 0% | 1% | 3 | 0% | 19% | -39%[inhibitor] | -12%
COc1cccc(-n2c(Cc3cc(=O)[nH]c(=O)[nH]3)nnc2SCC(=O)N2CCCCC2)c1 | 3% | 14 | -1% | -1% | 2 | 8% | -3% | -2% | 4%
Cc1cccc(NC(=O)Cn2cnc3sc(C)c(S(=O)(=O)N4CCC(C)CC4)c3c2=O)n1 | 0% | 9 | -2% | 1% | 35* | 6% | 4% | -2% | 5%
CCOc1cc(/C=N/NC(=O)C(=O)N2CCCC2)ccc1O | 6% | 36 | ? | 9% | 2 | -5% | 13% | -1% | 7%[7.66 µM]
O=C1CCc2cc(S(=O)(=O)NC(Cc3ccccc3)C(=O)N3CCN(c4ccccn4)CC3)ccc2N1 (stereo not given) | 0% | -12 | 2% | -5% | 2 | 10% | 2% | -4% | 8%
N/C(=N/OC(=O)c1ccc(Cl)cc1)c1ncc([N+](=O)[O-])s1 | 22% | -6 | 9% | 8% | -10 | -2% | 0% | 0% | -5%
CC(C)NC(=S)N1CCN(S(=O)(=O)c2cccc(C(F)(F)F)c2)CC1 | -1% | 11 | -19% | -4% | -17 | 1% | -5% | -8% | 65%[activator]
CN(C)S(=O)(=O)c1ccc(S(=O)(=O)N2CCCC2)cc1 | 7% | -6 | 14% | 12% | 4 | -2% | -6% | -6% | 1%
C[C@@H]1CN([C@H](C)CO)C(=O)c2c(c3ccccc3n2C)-c2ccccc2CO[C@H]1CN(C)C(=O)c1cc(Cl)cc(Cl)c1 | -2% | 6 | -25% | -3% | -3 | · | 0% | · | -32%
Cc1cc(C)n(-c2ccc(C(=O)OCC(=O)NCc3ccc(Cl)cc3)cc2)n1 | 5% | 9 | 0% | 5% | 2 | 1% | 2% | -13% | 6%

Grouped by structure: the compounds so far with a nitro group on carbon
SMILES | HT1080NT lethal | IL1B secr inh | KB-V1 MDR tox | HT1080 IDH1KD tx | DRD3 agonist | MCF10A rerep | KB-3-1 cytotox | SW480 rereplic | GLP1R cytotox
O=C(NCCN1CCOCC1)c1ccc([N+](=O)[O-])cc1[N+](=O)[O-] | 2% | 30 | -10% | 4% | 8 | 15% | -1% | -3% | 5%
N/C(=N/OC(=O)c1ccc(Cl)cc1)c1ncc([N+](=O)[O-])s1 | 22% | -6 | 9% | 8% | -10 | -2% | 0% | 0% | -5%
